ROMK mod = human ROMK K+ channel modulation, primary screen; P48048; Tet-inducible ROMK, thallium flux fluorescence; actives lie on both sides; B-score at 10 µM; 130,000 tested, 2% active; AID 1918;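 active means signal ratio slope over the read window, or its plate-corrected B-score, at least 3 SD from the plate mean, either direction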;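 further: B-score of the F/F0 ratio slope over 7 to 12 s after thallium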
Target sequence (P48048 whole entry, looked up): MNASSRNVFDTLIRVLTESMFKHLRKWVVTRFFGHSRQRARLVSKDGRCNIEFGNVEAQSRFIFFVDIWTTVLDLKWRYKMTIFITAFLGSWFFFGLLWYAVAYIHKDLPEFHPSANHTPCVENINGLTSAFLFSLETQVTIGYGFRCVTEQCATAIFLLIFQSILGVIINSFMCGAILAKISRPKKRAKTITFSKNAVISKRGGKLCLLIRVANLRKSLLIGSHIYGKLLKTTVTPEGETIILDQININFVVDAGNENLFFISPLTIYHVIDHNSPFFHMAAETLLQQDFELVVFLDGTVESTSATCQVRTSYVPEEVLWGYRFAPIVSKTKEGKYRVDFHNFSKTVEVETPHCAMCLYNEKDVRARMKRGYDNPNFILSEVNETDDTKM
L major viab = inhibitors of Leishmania major promastigote growth; 200,000 tested, 9% active; inhibition, % at 10 µM; Leishmania major promastigotes, resazurin fluorescence viability; AID 1063; in the data active means inhibition above about 50%;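 further: promastigotes grown with compound for 44 hours at 28 °C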
S1P3 antagonist = blocks the human S1P3 receptor. AID 485. CHO S1P3 NFAT-BLA reporter, FRET fluorescence, antagonist mode. 170,000 tested, 0.27% active. inhibition, % at 4.98 µM;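 active means inhibition above the plate cutoff, the mean inhibition of test wells on that plate plus 3 SD, cut at about 28% in these data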;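 further: cells challenged with S1P at its EC80 of 0.8 µM; blue over green emission ratio from cleaved BLA substrate after 4 h stimulation; 0% = S1P-stimulated wells and 100% = unstimulated DMSO-only wells; some compounds past the cut are filed as inactive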
Target sequence (Q99500 whole entry, looked up): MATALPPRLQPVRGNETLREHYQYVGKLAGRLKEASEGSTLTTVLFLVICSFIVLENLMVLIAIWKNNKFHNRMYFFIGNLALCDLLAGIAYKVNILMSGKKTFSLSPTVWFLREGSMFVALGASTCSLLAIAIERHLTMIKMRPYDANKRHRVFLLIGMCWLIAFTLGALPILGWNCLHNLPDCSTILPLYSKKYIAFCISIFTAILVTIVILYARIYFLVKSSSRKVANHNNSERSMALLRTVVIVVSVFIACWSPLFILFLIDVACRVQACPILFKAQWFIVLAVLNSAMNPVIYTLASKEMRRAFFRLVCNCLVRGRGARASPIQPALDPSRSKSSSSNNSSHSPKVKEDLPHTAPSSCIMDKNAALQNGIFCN
Redox H2O2 prof = compounds producing H2O2 with reducing agent – biochemical, NIH compound library profiling, artefact control for MLSCN library redox annotation, primary screen. DTT-dependent redox cycling H2O2, phenol red/HRP absorbance; 100% = 100 µM peroxide control, 0% = buffer. activation, % at 10 µM. 200,000 tested, 0.03% active. AID 878;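 active means activation of at least 50% relative to the plate's high and low controls in the primary single-dose screen; inactive means activation below 50%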;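 further: compound incubated with DTT at 0.8 mM final as the reducing agent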
SRC2 TRFRET art = counter-screen for PPARgamma SRC-2 recruitment agonists: TR-FRET artefact. TR-FRET ratio at 8 µM. 200,000 tested, 0.4% active. hits give high values; in the data active means TR-FRET ratio above about 2000; further: inactives centre near 1500; reference of the scale not given here
TLR4 MyD88 comp = inhibitors of human TLR4-MyD88 binding | O00206+Q99836 | HeLa CL3-4 TLR4/MyD88 BLA complementation, FRET ratio | inhibition, % at 8.4 µM | 200,000 tested, 0.18% active | AID 861; in the data active means inhibition above about 25%;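 further: 0% = vehicle and 100% = reference inhibitor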
PPARg SRC1 recr = PPARgamma-driven SRC-1 recruitment agonism; PPARgamma-SRC-1 coactivator recruitment biochemical assay; AID 631; activation, % at 8 µM; 200,000 tested, 0.41% active; in the data active means activation above about 19%;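 further: 0% = DMSO and 100% = reference agonist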
PPARg SRC-2 ag = agonists of SRC-2 recruitment by human PPARgamma; PPARgamma LBD-SRC-2 recruitment, biochemical; activation, % at 8 µM; 200,000 tested, 0.34% active; AID 1032; P37231; in the data active means activation above about 22%;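 further: 0% = vehicle and 100% = reference agonist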
PPARg SRC-3 ag = PPARgamma-driven SRC-3 recruitment agonism; P37231; biochemical PPARgamma/SRC-3 coactivator recruitment assay; activation, % at 8 µM; 200,000 tested, 0.26% active; AID 731; in the data active means activation above about 23%;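 further: 0% = DMSO and 100% = reference agonist; some compounds past the cut are filed as inactive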
bIAP act = intestinal alkaline phosphatase (bovine) activation | purified bovine IAP, CDP-star luminescence, 30 min; hits give high values; fold of DMSO-control signal, blank-subtracted | activation factor at 20 µM | 200,000 tested, 0.17% active;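 active means activation factor of 2 or more at 20 µM, a signal rise over negative controls twice the positive control's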
bIAP inh = intestinal alkaline phosphatase (bovine) inhibition; purified bovine IAP, CDP-star luminescence, 30 min; inhibition, % at 20 µM; 190,000 tested, under 10 active; AID 1019;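 active means over 50% inhibition of intestinal alkaline phosphatase at 20 µM in the single-dose screen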
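System: purified bovine intestinal alkaline phosphatase (IAP) enzyme; Input: IAP diluted 1/65,000,000 in the well; Measured by: CDP-star luminescence signal; Compound dosing: 20 µM single dose; Incubation: 30 min reaction at room temperature.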
An asterisk follows results filed as active; . = no result given.

1. CC1(C)C=Cc2c(c3c(c4c(=O)c(-c5ccc(O)cc5)coc24)OC(C)(C)CC3)O1
2. Cn1cccc1CNCc1ccc(F)cc1
3. O=C1CC(/C=C/c2ccccc2)=Nc2ccccc2N1
4. O=C(COc1ccccc1-c1ccccc1)N/N=C/c1ccncc1
5. CC(=O)c1ccc(NC(=O)N[C@@H](CC(C)C)C(=O)O)cc1
6. CCCS(=O)(=O)c1ccc(COC(=O)c2ccc(NC(C)=O)cc2)cc1
Screen / compound no.	1	2	3	4	5	6
ROMK mod	-0.14	-0.43	-0.58	-0.57	0.78	0.23
L major viab	37	0	84*	10	6	-1
S1P3 antagonist	2	-8	3	-6	-10	-4
Redox H2O2 prof	-0.3	-0.2	-0.2	0.0	-3.4	-0.6
SRC2 TRFRET art	1523	1516	1384	1409	1585	1515
TLR4 MyD88 comp	7	-5	5	-6	19	7
PPARg SRC1 recr	7	-1	7	-5	4	-6
PPARg SRC-2 ag	-1	3	-3	1	10	1
PPARg SRC-3 ag	1	3	1	0	3	2
bIAP act	1	1.1	1	1	0.9	1.2
bIAP inh	-4	-7	-4	3	7	-21

7. O=C(COC(=O)/C=C/c1cccc(C(F)(F)F)c1)NCc1ccccc1
8. Cc1cccc(-n2c(Cc3cc(=O)[nH]c(=O)[nH]3)nnc2SCC(=O)NCc2ccco2)c1
9. N#Cc1cnn(-c2cccc(Cl)c2)c1N
10. c1ccc2oc(C3=NNC(=NC4CC4)SC3)cc2c1
11. O=C(CCc1ccc(S(=O)(=O)NCCc2ccccc2)cc1)N1CCN(Cc2ccc3c(c2)OCO3)CC1
12. CC(=O)NN1C(=O)c2ccccc2NC1c1ccco1 (stereo not drawn)
Screen / compound no.	7	8	9	10	11	12
ROMK mod	1.4	.	0.26	0.033	-0.87	-0.19
L major viab	-2	-6	-4	0	78*	-5
S1P3 antagonist	-13	-19	-2	0	.	-11
Redox H2O2 prof	-0.1	0.6	0.0	-0.3	0.1	-0.3
SRC2 TRFRET art	1631	1565	1597	1579	1695	1616
TLR4 MyD88 comp	8	-14	-9	-4	-10	-10
PPARg SRC1 recr	2	5	0	-2	8	10
PPARg SRC-2 ag	-6	11	2	1	5	-6
PPARg SRC-3 ag	2	17	0	8	1	5
bIAP act	0.9	.	1	0.9	1	1
bIAP inh	10	.	0	5	5	0

7 structures already listed, arranged by SMILES length, highest first.
8. Cc1cccc(-n2c(Cc3cc(=O)[nH]c(=O)[nH]3)nnc2SCC(=O)NCc2ccco2)c1
6. CCCS(=O)(=O)c1ccc(COC(=O)c2ccc(NC(C)=O)cc2)cc1
7. O=C(COC(=O)/C=C/c1cccc(C(F)(F)F)c1)NCc1ccccc1
5. CC(=O)c1ccc(NC(=O)N[C@@H](CC(C)C)C(=O)O)cc1
3. O=C1CC(/C=C/c2ccccc2)=Nc2ccccc2N1
12. CC(=O)NN1C(=O)c2ccccc2NC1c1ccco1 (stereo not drawn)
9. N#Cc1cnn(-c2cccc(Cl)c2)c1N
Screen / compound no.	8	6	7	5	3	12	9
ROMK mod	.	0.23	1.4	0.78	-0.58	-0.19	0.26
L major viab	-6	-1	-2	6	84*	-5	-4
S1P3 antagonist	-19	-4	-13	-10	3	-11	-2
Redox H2O2 prof	0.6	-0.6	-0.1	-3.4	-0.2	-0.3	0.0
SRC2 TRFRET art	1565	1515	1631	1585	1384	1616	1597
TLR4 MyD88 comp	-14	7	8	19	5	-10	-9
PPARg SRC1 recr	5	-6	2	4	7	10	0
PPARg SRC-2 ag	11	1	-6	10	-3	-6	2
PPARg SRC-3 ag	17	2	2	3	1	5	0
bIAP act	.	1.2	0.9	0.9	1	1	1
bIAP inh	.	-21	10	7	-4	0	0

More results:
13. Cc1ccc(/C=C/C(=O)O)cc1S(=O)(=O)N(CCO)CCO
14. COC(=O)c1sc2ccccc2c1-n1cccc1C(=O)C(=O)Nc1ccccc1
15. O=C(c1cc2ccccc2oc1=O)N1CCN(c2ccccn2)CC1
16. C=CCn1c(=S)[nH]c2nc3c(cc2c1=O)CCCC3
17. O=C(Nc1ccccc1F)c1cnccn1
18. CC(=O)Nc1nnc(SCC(=O)N2CCCc3ccccc32)s1
Screen / compound no.	13	14	15	16	17	18
ROMK mod	1.2	.	.	.	0.11	-0.35
L major viab	-1	-2	-7	2	-6	-4
S1P3 antagonist	-9	.	-6	.	-1	2
Redox H2O2 prof	0.1	17	-0.9	-3.7	-0.5	-0.2
SRC2 TRFRET art	1729	1402	1514	1716	1425	1557
TLR4 MyD88 comp	-3	17	4	-5	1	10
PPARg SRC1 recr	8	-6	0	-2	3	-2
PPARg SRC-2 ag	9	-7	3	0	-1	-4
PPARg SRC-3 ag	2	-4	-10	-3	4	4
bIAP act	1.2	1	0.9	1	1.2	1.2
bIAP inh	-17	4	5	3	-23	-17

19. C/C(CC(=O)NCc1ccc(Cl)cc1)=N\NC(=O)c1ccccc1F
20. NC(=O)CCN1CCN(Cc2cn[nH]c2-c2cccc3ccccc23)CC1
21. O=C(NCc1ccc(F)cc1)C(c1ccccc1)N(C(=O)c1csnn1)C1CC1 (stereo not drawn)
22. c1ccc(C2CCC(N3CCC(N4CCCCC4)CC3)CC2)cc1 (stereo not drawn)
23. CCCCn1nc2cc(C(=O)NC3CCCc4ccccc43)ccc2c1OCC (stereo not drawn)
24. CCc1cc2c(=O)c(-c3nc4ccccc4n3C)c(C)oc2c(CN2CCN(CCO)CC2)c1O
Screen / compound no.	19	20	21	22	23	24
ROMK mod	-0.34	1.1	-0.037	.	.	0.21
L major viab	17	-3	-2	92*	49	-2
S1P3 antagonist	-5	-13	5	.	.	16
Redox H2O2 prof	0.4	6.2	-1.5	-3.7	-3.9	2.3
SRC2 TRFRET art	1264	1597	1493	1484	1562	1360
TLR4 MyD88 comp	10	4	8	-13	-46	0
PPARg SRC1 recr	-4	0	7	-5	1	-2
PPARg SRC-2 ag	4	5	3	1	7	-2
PPARg SRC-3 ag	3	0	2	0	-2	-3
bIAP act	1	1	1	1	1	1
bIAP inh	2	-2	-3	-2	3	4

25. CCOC(=O)C1(Cc2cccc(OC)c2)CCCN(Cc2cc(C(C)C)n[nH]2)C1 (stereo not drawn)
26. NC(=O)c1cc([N+](=O)[O-])ccc1NCCN1C(=O)c2ccccc2C1=O
27. CCCCOc1c(Cl)cc(CNC(C)(C)CO)cc1OCC
28. Cc1cc(C)cc(NC(=S)NCCc2c[nH]c3ccccc23)c1
29. CC(C)(C)C1C/C(=C/c2ccccn2)C(=O)/C(=C/c2ccccn2)C1 (stereo not drawn)
30. O=C(NCC1COc2ccccc2O1)C1(c2ccccc2)CCCC1 (stereo not drawn)
Screen / compound no.	25	26	27	28	29	30
ROMK mod	.	-0.24	.	0.26	-0.93	.
L major viab	5	-3	42	11	101*	5
S1P3 antagonist	0	-24	-16	3	-6	-6
Redox H2O2 prof	-1.1	-1.3	1.3	0.4	-0.6	-0.3
SRC2 TRFRET art	1331	1555	1424	1729	1622	1608
TLR4 MyD88 comp	-14	-11	-12	5	0	-8
PPARg SRC1 recr	-1	7	0	8	4	-1
PPARg SRC-2 ag	0	3	1	3	-2	3
PPARg SRC-3 ag	-2	2	6	-1	2	1
bIAP act	1.1	1	1	1	0.9	0.8
bIAP inh	-12	1	1	5	5	21

31. NCc1ccc(S(N)(=O)=O)cc1
32. Cc1nc2ccccc2c(=O)n1NC(=O)c1cccc([N+](=O)[O-])c1
33. CN(Cc1ccccc1)C(=O)c1cc(-c2ccc(Br)cc2)on1
34. Cc1cc(C)nc(NS(=O)(=O)c2ccc(N=Cc3c(C)[nH]n(-c4ccccc4)c3=O)cc2)n1
35. c1ccc(Cn2nnc3c(N4CCN(Cc5ccc6c(c5)OCO6)CC4)ncnc32)cc1
36. Cc1ccccc1Nc1c(-c2ccc(N3CCOCC3)cc2)nc2ncccn12
Screen / compound no.	31	32	33	34	35	36
ROMK mod	-0.97	-0.11	.	-0.03	.	0.83
L major viab	-4	-3	-4	-2	-15	7
S1P3 antagonist	-10	-9	6	-2	14	0
Redox H2O2 prof	0.3	1.2	2.1	-0.7	-1.3	-0.4
SRC2 TRFRET art	1381	1861	1570	1484	1595	1702
TLR4 MyD88 comp	-10	-17	-2	-3	-7	6
PPARg SRC1 recr	-3	11	3	3	10	6
PPARg SRC-2 ag	-2	3	-10	-1	-2	4
PPARg SRC-3 ag	-2	4	-11	-2	9	6
bIAP act	0.8	1	0.9	0.9	1	1
bIAP inh	16	-3	8	12	-1	-4

37. Cc1ccc(NC(NC(=O)OCCn2c([N+](=O)[O-])cnc2C)C(Cl)(Cl)Cl)cc1 (stereo not drawn)
38. Cc1ccc(N(CC(=O)NCc2ccncc2)S(C)(=O)=O)cc1
39. O=C(CCCOc1ccccc1)Nc1nnc(C2CCCO2)s1 (stereo not drawn)
40. CCOC(=O)/C=C1\SCC(=O)N1CC(=O)NCc1cccc(Cl)c1
41. CCO[C@@H]1OC(C(=O)Nc2ccccc2)=C[C@H](c2ccccc2)[C@H]1CCCO
42. COc1ccccc1N/C(N)=N/c1nc(C(F)(F)F)cc(=O)[nH]1
43. Cn1c(=O)c2ncn(CC(=O)NCCOCc3ccccc3Cl)c2n(C)c1=O
44. Cc1ccc(NS(=O)(=O)c2cccc(C(=O)N3CCOCC3)c2)cc1
Screen / compound no.	37	38	39	40	41	42	43	44
ROMK mod	.	0.43	.	.	.	-0.29	-0.65	.
L major viab	13	-7	-8	-3	4	0	-4	-6
S1P3 antagonist	-11	.	.	3	-4	13	14	-9
Redox H2O2 prof	0.5	0.9	-0.4	-0.3	-2.6	0.3	-0.3	0.6
SRC2 TRFRET art	1542	1648	1219	1579	1546	1475	1421	1506
TLR4 MyD88 comp	-10	11	6	-8	-2	-11	-4	-5
PPARg SRC1 recr	-2	-5	-9	0	7	5	10	9
PPARg SRC-2 ag	-1	12	-4	1	1	5	0	1
PPARg SRC-3 ag	-2	-8	0	5	2	4	6	7
bIAP act	1	1	0.9	0.6	1	1.3	0.8	1
bIAP inh	-3	4	6	36	-2	-28	21	-4
